Screening results (PubChem BioAssay)
NPR1 activator: GC-A stimulated cGMP production enhancers – HEK293 GC-A cells, cGMP TR-FRET, EC30 ANP, primary screen. Atrial natriuretic peptide receptor 1 (Homo sapiens), P16066. 0% at EC30 ANP, 100% saturating ANP. activation, % at 10 µM. hit rate 0.14% among 370,000; in the data active = activation above about 40%
HTRA1 inhibitor: HTRA1 serine protease inhibitors, primary screen, biochemical, fluorescence polarization, HTS. Q92743. recombinant HTRA1, FP-rhodamine activity-based probe. inhibition, % at 5.96 µM. hit rate 0.5% among 340,000; in the data active = inhibition above about 36%;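 note: 0% = enzyme with DMSO and 100% = wells lacking enzyme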
Target sequence (Q92743 whole entry, looked up): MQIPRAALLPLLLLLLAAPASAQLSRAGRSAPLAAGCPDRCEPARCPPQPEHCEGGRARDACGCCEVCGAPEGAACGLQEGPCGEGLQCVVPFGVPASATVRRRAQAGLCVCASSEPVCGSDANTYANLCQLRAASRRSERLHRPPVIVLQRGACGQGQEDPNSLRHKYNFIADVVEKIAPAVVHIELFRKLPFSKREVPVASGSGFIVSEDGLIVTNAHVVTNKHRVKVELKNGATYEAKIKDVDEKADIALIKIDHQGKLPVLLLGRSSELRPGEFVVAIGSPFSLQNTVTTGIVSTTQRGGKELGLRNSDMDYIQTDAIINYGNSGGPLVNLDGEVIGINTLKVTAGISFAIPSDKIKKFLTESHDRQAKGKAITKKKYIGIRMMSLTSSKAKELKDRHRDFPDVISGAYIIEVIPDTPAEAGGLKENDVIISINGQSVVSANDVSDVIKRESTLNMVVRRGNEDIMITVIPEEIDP
GC-B act: human GC-B receptor activators, primary screen, HEK293 GC-B cells, cGMP TR-FRET, EC30 CNP. hit rate 0.11% among 370,000. activation, % at 10 µM. 0% at EC30 CNP, 100% saturating CNP. Atrial natriuretic peptide receptor 2 (Homo sapiens), P20594;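 active = activation at 10 µM reaching about 35% in either raw or pattern-adjusted values, limit read from the data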
SIAE inh: human SIAE inhibitors, primary screen, biochemical, fluorescence polarization, FP-Rh probe, 1536-well HTS. Sialate O-acetylesterase (Homo sapiens), Q9HAT2. SIAE FP-Rh probe binding. inhibition, % at 9.66 µM. hit rate 0.69% among 370,000;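 active = inhibition above a cutoff: mean of compounds within the control limits plus 3 SD of those, cut at about 17% in these data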;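 note: 0% = plate median of compound wells and 100% = probe without SIAE protein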
UHRF1 binding: UHRF1 methylated DNA binding inhibitors, primary screen, counter-screen for MBD2 inhibitor project, biochemical, TR-FRET, human UHRF1, single concentration. E3 ubiquitin-protein ligase UHRF1 (Homo sapiens), Q96T88. hit rate 0.75% among 370,000. UHRF1 binding to methylated oligo. inhibition, % at 4.4 µM; in the data active = inhibition above about 21%;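 note: UHRF1 SRA domain binding a hemimethylated CpG hairpin DNA probe; 0% = median of test compound wells and 100% = reference inhibitor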
ABHD4 inh: ABHD4 inhibitors, primary screen, biochemical, fluorescence polarization, mouse; inhibition, % at 8.92 µM; hit rate 0.54% among 370,000; AID 720543, 2013; (Lyso)-N-acylphosphatidylethanolamine lipase (Mus musculus), Q8VD66; purified mABHD4, FP-Rh probe fluorescence polarization;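 active = inhibition exceeding the mean over every tested compound plus 3 SD, cut at about 30% in these data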;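 note: 0% = plate median of compound wells and 100% = S159A mutant with DMSO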
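assay system = mABHD4 protein | compound dosing = single nominal dose of 8.92 µM, 0.89% DMSO final | read-out basis = percent inhibition of probe binding, normalized to plate controls | schedule = Enzyme–compound pre-incubation 45 min, then probe 60 min, both 25 °C | detection = fluorescence polarization, excitation 525 nm, emission 598 nm, BODIPY TMR filters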
PRMT1 FP inh: PRMT1 methyltransferase inhibitors, primary screen, biochemical, fluorescence polarization. Protein arginine N-methyltransferase 1 (Homo sapiens), Q99873. recombinant PRMT1, activity-based probe fluorescence polarization. inhibition, % at 2.79 µM. hit rate 1.3% among 370,000. AID 652257, 2013;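 active = inhibition above about 21% made by adding two undisclosed values, limit read from the data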
TCR CD3 inh: inhibitors of human TCR-CD3 interaction, primary screen, biochemical, fluorescence, TAMRA-labeled TCR probe. AID 651800, 2012. hit rate 0.37% among 360,000. inhibition, % at 9.4 µM. T-cell receptor (TCR); in the data active = inhibition above about 19%;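 note: recombinant mutant TCR 2C K166C tagged with TAMRA read by polarization; 0% = receptor in buffer alone and 100% = receptor with positive control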
rCAG binder: binders of r(CAG) RNA repeats, primary screen, biochemical, fluorescence | r(CAG) RNA repeat, TO-PRO-1 dye displacement fluorescence | inhibition, % at 3 µM | hit rate 1.3% among 370,000 | AID 651821, 2012;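 active = inhibition above the plate cutoff, the mean of all test compounds on that plate plus 3 SD, cut at about 35% in these data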;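 note: 0% = DMSO alone and 100% = 100 µM mitoxantrone as full dye displacement; higher means more dye released from RNA so lower well fluorescence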
MBD2 inh: inhibitors of MBD2 binding to methylated DNA, primary screen, biochemical, TR-FRET, DNA-binding domain, human; hit rate 0.31% among 370,000; Methyl-CpG-binding domain protein 2 (Homo sapiens), Q9UBB5; MBD2 binding to methylated oligonucleotide; inhibition, % at 4.4 µM; in the data active = inhibition above about 13%
Target sequence (Q9UBB5 whole entry, looked up, the tested form may be a part): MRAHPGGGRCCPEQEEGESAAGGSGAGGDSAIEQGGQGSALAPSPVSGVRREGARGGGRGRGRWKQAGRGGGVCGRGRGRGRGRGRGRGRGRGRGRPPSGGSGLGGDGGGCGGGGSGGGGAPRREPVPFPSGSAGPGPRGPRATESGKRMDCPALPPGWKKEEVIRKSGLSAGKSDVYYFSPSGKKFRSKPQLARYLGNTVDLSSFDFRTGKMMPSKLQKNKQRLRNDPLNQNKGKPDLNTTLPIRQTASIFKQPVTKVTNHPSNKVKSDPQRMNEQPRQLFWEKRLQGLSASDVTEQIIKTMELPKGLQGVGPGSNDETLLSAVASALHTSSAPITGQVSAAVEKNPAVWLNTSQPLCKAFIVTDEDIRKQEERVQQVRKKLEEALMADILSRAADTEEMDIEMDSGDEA
* marks the source's active call; other numbers are inactive results. Some of the compounds tested (hit frequency here may not be typical).

How did COc1cc(C(=O)Nc2ccc(NC(=O)C3CCCCC3)nc2)cc(OC)c1OC do in these assays?
NPR1 activator: -3; HTRA1 inhibitor: -1; GC-B act: 5; SIAE inh: -1; UHRF1 binding: -3; ABHD4 inh: -5; PRMT1 FP inh: -5; TCR CD3 inh: 2; rCAG binder: -3; MBD2 inh: -1

What do the screens show for `CC(C)CCN(C(=O)c1csnn1)C(C(=O)NC1CCCC1)c1ccc(F)cc1` (centres undefined)?
NPR1 activator: -16; HTRA1 inhibitor: -3; GC-B act: -3; SIAE inh: 4; UHRF1 binding: -2; ABHD4 inh: -5; PRMT1 FP inh: -5; TCR CD3 inh: 1; rCAG binder: -6; MBD2 inh: -6

How did CCOc1ccc2nc(NC(=O)CC3Oc4ccccc4NC3=O)sc2c1 (centres undefined) do in these assays?
NPR1 activator: -7; HTRA1 inhibitor: -4; GC-B act: -10; SIAE inh: -7; UHRF1 binding: 1; ABHD4 inh: 3; PRMT1 FP inh: 4; TCR CD3 inh: 4; rCAG binder: 0; MBD2 inh: -3

Results for CCOc1ccc(NC(=O)c2cnc3scc(C)n3c2=O)cc1 ?
NPR1 activator: 2; HTRA1 inhibitor: -1; GC-B act: -8; SIAE inh: -8; UHRF1 binding: 0; ABHD4 inh: -10; PRMT1 FP inh: -5; TCR CD3 inh: 3; rCAG binder: 3; MBD2 inh: -8

How did COCC(=O)Nc1nnc(Cc2ccc(OC)c(OC)c2)s1 do in these assays?
NPR1 activator: -1; HTRA1 inhibitor: -5; GC-B act: 0; SIAE inh: 1; UHRF1 binding: 3; ABHD4 inh: 0; PRMT1 FP inh: -1; TCR CD3 inh: -4; rCAG binder: 1; MBD2 inh: -1

Results for O=C(CN1C(=O)S/C(=C/C=C/c2ccccc2)C1=O)Nc1ccc(C(=O)O)cc1 ?
NPR1 activator: 1; HTRA1 inhibitor: -16; GC-B act: 4; SIAE inh: -12; UHRF1 binding: -2; ABHD4 inh: -40; PRMT1 FP inh: 4; TCR CD3 inh: 3; rCAG binder: 65*; MBD2 inh: -1

Results for COCCNC(=O)CN1C(=O)COc2ccc(S(=O)(=O)N3CC(C)CC(C)C3)cc21 (centres undefined) ?
NPR1 activator: 0; HTRA1 inhibitor: 5; GC-B act: 3; SIAE inh: -3; UHRF1 binding: 1; ABHD4 inh: 1; PRMT1 FP inh: 4; TCR CD3 inh: -1; rCAG binder: -1; MBD2 inh: 2

How did CCCc1cc(=O)oc2cc(C)cc(OCC(=O)NC3CCN(Cc4ccccc4)CC3)c12 do in these assays?
NPR1 activator: -45; HTRA1 inhibitor: -5; GC-B act: -18; SIAE inh: 1; UHRF1 binding: 1; ABHD4 inh: 6; PRMT1 FP inh: 0; TCR CD3 inh: 2; rCAG binder: -5; MBD2 inh: 3

What do the screens show for `COc1ccc(OCCC(=O)OCC(=O)NC2CCCCCCC2)cc1`?
NPR1 activator: -8; HTRA1 inhibitor: 5; GC-B act: -3; SIAE inh: -12; UHRF1 binding: 21; ABHD4 inh: -13; PRMT1 FP inh: 3; TCR CD3 inh: 3; rCAG binder: -6; MBD2 inh: 10

What do the screens show for `Cc1cccc(C(=O)O/N=C/c2c(Cl)n(C)c3ccccc23)c1`?
NPR1 activator: -3; HTRA1 inhibitor: -16; GC-B act: -5; SIAE inh: -10; UHRF1 binding: 1; ABHD4 inh: -3; PRMT1 FP inh: -3; TCR CD3 inh: -3; rCAG binder: 1; MBD2 inh: -4

What do the screens show for `CCn1c(=O)c(C(=O)NNS(=O)(=O)c2ccc(Br)cc2)c(O)c2ccccc21`?
NPR1 activator: 6; HTRA1 inhibitor: -12; GC-B act: -1; SIAE inh: -3; UHRF1 binding: 35*; ABHD4 inh: 3; PRMT1 FP inh: -1; TCR CD3 inh: 8; rCAG binder: 15; MBD2 inh: 3

Results for CCC(Oc1ccccc1)C(=O)N1CCN(CC)CC1 (centres undefined) ?
NPR1 activator: 0; HTRA1 inhibitor: 1; GC-B act: 4; SIAE inh: 1; UHRF1 binding: 0; ABHD4 inh: -1; PRMT1 FP inh: 0; TCR CD3 inh: 3; rCAG binder: -2; MBD2 inh: -3

Next part, starting with the last three of the part before.
What do the screens show for `Cc1cccc(C(=O)O/N=C/c2c(Cl)n(C)c3ccccc23)c1`?
NPR1 activator: -3; HTRA1 inhibitor: -16; GC-B act: -5; SIAE inh: -10; UHRF1 binding: 1; ABHD4 inh: -3; PRMT1 FP inh: -3; TCR CD3 inh: -3; rCAG binder: 1; MBD2 inh: -4

What do the screens show for `CCn1c(=O)c(C(=O)NNS(=O)(=O)c2ccc(Br)cc2)c(O)c2ccccc21`?
NPR1 activator: 6; HTRA1 inhibitor: -12; GC-B act: -1; SIAE inh: -3; UHRF1 binding: 35*; ABHD4 inh: 3; PRMT1 FP inh: -1; TCR CD3 inh: 8; rCAG binder: 15; MBD2 inh: 3

Results for CCC(Oc1ccccc1)C(=O)N1CCN(CC)CC1 (centres undefined) ?
NPR1 activator: 0; HTRA1 inhibitor: 1; GC-B act: 4; SIAE inh: 1; UHRF1 binding: 0; ABHD4 inh: -1; PRMT1 FP inh: 0; TCR CD3 inh: 3; rCAG binder: -2; MBD2 inh: -3

What do the screens show for `O=C(O)c1ccccc1Oc1ccc(Oc2ccccc2)cc1`?
NPR1 activator: 1; HTRA1 inhibitor: -5; GC-B act: -2; SIAE inh: 0; UHRF1 binding: 3; ABHD4 inh: -6; PRMT1 FP inh: 2; TCR CD3 inh: -12; rCAG binder: 9; MBD2 inh: 4

Results for COc1ccccc1N(CC(=O)N1CCCCC1C)S(=O)(=O)c1ccc(Cl)cc1 (centres undefined) ?
NPR1 activator: -16; HTRA1 inhibitor: -2; GC-B act: -17; SIAE inh: 6; UHRF1 binding: 1; ABHD4 inh: 15; PRMT1 FP inh: -3; TCR CD3 inh: 2; rCAG binder: -1; MBD2 inh: -2

What do the screens show for `COc1cc(/C=C/c2ccc3cccc([N+](=O)[O-])c3n2)ccc1OCC#N`?
NPR1 activator: 1; HTRA1 inhibitor: -22; GC-B act: 5; SIAE inh: -17; UHRF1 binding: -4; ABHD4 inh: -12; PRMT1 FP inh: 2; TCR CD3 inh: -1; rCAG binder: 21; MBD2 inh: -3

Results for COc1ccc(CCCC(=O)Nc2cc(C)ccc2OC)cc1 ?
NPR1 activator: -2; HTRA1 inhibitor: -6; GC-B act: 3; SIAE inh: 10; UHRF1 binding: 5; ABHD4 inh: -10; PRMT1 FP inh: 0; TCR CD3 inh: -9; rCAG binder: -3; MBD2 inh: 1

What do the screens show for `S=C(Nc1ccccc1)N1CCCCC1`?
NPR1 activator: 3; HTRA1 inhibitor: 10; GC-B act: 7; SIAE inh: 7; UHRF1 binding: -4; ABHD4 inh: -8; PRMT1 FP inh: 2; TCR CD3 inh: 6; rCAG binder: 1; MBD2 inh: 1

What do the screens show for `O=C(NCc1ccc(Cl)cc1)c1cc2c(nc3sccn32)s1`?
NPR1 activator: 2; HTRA1 inhibitor: -6; GC-B act: -1; SIAE inh: -7; UHRF1 binding: -2; ABHD4 inh: -7; PRMT1 FP inh: 5; TCR CD3 inh: 0; rCAG binder: 8; MBD2 inh: 1

What do the screens show for `O=C(Cc1ncc(C(F)(F)F)cc1Cl)NCCc1ccccc1`?
NPR1 activator: 0; HTRA1 inhibitor: 2; GC-B act: 1; SIAE inh: -8; UHRF1 binding: 3; ABHD4 inh: -1; PRMT1 FP inh: -4; TCR CD3 inh: 4; rCAG binder: -5; MBD2 inh: 0

How did COc1cccc(O[C@H]2C=C[C@@H](c3ccccc3)O[C@@H]2CO)c1 do in these assays?
NPR1 activator: -3; GC-B act: 0; SIAE inh: -1; UHRF1 binding: 1; ABHD4 inh: -3; PRMT1 FP inh: 2; rCAG binder: 5; MBD2 inh: -6

What do the screens show for `COC(=O)c1cc(NC(=O)c2cc(-c3ccc(OC)cc3)oc2C(F)(F)F)ccc1N1CCOCC1`?
NPR1 activator: 2; HTRA1 inhibitor: -4; GC-B act: -2; UHRF1 binding: 1; ABHD4 inh: -4; PRMT1 FP inh: -4; TCR CD3 inh: 0; rCAG binder: 8; MBD2 inh: 2

Results for O=C(NCC(=O)N(c1ccccc1)C(C(=O)NC1CCCCC1)c1ccncc1)c1ccco1 (centres undefined) ?
NPR1 activator: 3; HTRA1 inhibitor: -2; GC-B act: 7; SIAE inh: 0; UHRF1 binding: 2; ABHD4 inh: 4; PRMT1 FP inh: -1; TCR CD3 inh: -4; rCAG binder: 4; MBD2 inh: 2

What do the screens show for `Cn1cnc([N+](=O)[O-])c1SCC(O)CCl` (centres undefined)?
NPR1 activator: -2; HTRA1 inhibitor: 7; GC-B act: -4; SIAE inh: -4; UHRF1 binding: -2; ABHD4 inh: 6; PRMT1 FP inh: -3; TCR CD3 inh: 3; rCAG binder: -1; MBD2 inh: -1

How did Cc1ccccc1OC(=O)C1C(c2ccccc2)C(C(=O)O)C1c1ccccc1 (centres undefined) do in these assays?
NPR1 activator: 2; HTRA1 inhibitor: 2; GC-B act: 6; SIAE inh: 5; UHRF1 binding: 3; ABHD4 inh: -8; PRMT1 FP inh: 2; TCR CD3 inh: 3; rCAG binder: 8; MBD2 inh: 5

Results for COc1ccc(CCNc2nc(N3CCCCC3)nc(N3CCCCC3)n2)cc1OC ?
NPR1 activator: 1; HTRA1 inhibitor: -11; GC-B act: -6; SIAE inh: -6; UHRF1 binding: -3; ABHD4 inh: -3; PRMT1 FP inh: -1; TCR CD3 inh: 7; rCAG binder: -6; MBD2 inh: -7

What do the screens show for `O=C1/C(=C\c2ccc(-c3ccccc3[N+](=O)[O-])o2)C(c2ccccc2)=NN1c1ccccc1`?
NPR1 activator: -2; HTRA1 inhibitor: 10; GC-B act: -7; SIAE inh: 3; UHRF1 binding: -2; ABHD4 inh: 12; PRMT1 FP inh: -3; TCR CD3 inh: -4; rCAG binder: 18; MBD2 inh: -4
